High-throughput results from PubChem BioAssay.
EPAC2 antag = blocks human EPAC2 exchange factor; EPAC2 GEF exchange of Rap1B-BODIPY-GDP, fluorescence; Potency, µM (top dose mostly 114 µM), without a hit: at the top dose activity, negative = inhibition, actives largely listed as inhibitors; 360,000 compounds, 0.18% hits; further: potency means the concentration at half of the fitted maximal effect; on the % scale 0 is the no-effect control and ±100 the full control effect; nearly all actives have a fitted effect of over 45% in size; many of its hits are not listed in these tables
EPAC2 agonist = EPAC2 (human) agonism. Q8WZA2. EPAC2 activation, biochemical qHTS; response scale: 100% = 6.5 mM cAMP response. Potency, µM (top dose mostly 154 µM), without a hit: at the top dose activation, hits mostly activators. 360,000 compounds, 0.079% hits; further: potency means the concentration at half of the fitted maximal effect; nearly all actives have a fitted effect of over 50% in size
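Readout is BODIPY fluorescence (480 nm excitation, 540 nm emission), which falls as labeled GDP is exchanged off Rap1B. EPAC2 at 100 nM acted on 250 nM RAP1B-BODIPY-GDP with 50 uM GDP present.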
D3 antag = D3 dopamine receptor (human) antagonism; max response, negative = inhibition, %; 360,000 compounds, 2.5% hits; P35462; D3R cells, DiscoveRx beta-arrestin luminescence, antagonist mode; active compounds read low; in the data active means max response below about -50%; inconclusive means no clear call, values can overlap the other calls; further: on the % scale 0 is the no-effect control and ±100 the full control effect; mostly tested at two doses, the higher about 12 µM
Target sequence (P35462 whole entry, looked up): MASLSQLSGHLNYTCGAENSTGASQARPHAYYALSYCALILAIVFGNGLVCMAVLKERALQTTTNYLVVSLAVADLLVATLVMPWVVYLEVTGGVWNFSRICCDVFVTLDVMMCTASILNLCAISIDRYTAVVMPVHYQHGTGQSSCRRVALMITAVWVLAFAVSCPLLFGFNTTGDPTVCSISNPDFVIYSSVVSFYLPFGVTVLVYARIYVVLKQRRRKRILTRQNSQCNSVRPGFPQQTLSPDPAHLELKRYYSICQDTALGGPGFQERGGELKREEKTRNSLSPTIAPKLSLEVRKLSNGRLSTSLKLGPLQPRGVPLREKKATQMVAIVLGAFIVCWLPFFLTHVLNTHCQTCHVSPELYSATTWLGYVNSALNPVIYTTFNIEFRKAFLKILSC
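Cells plated overnight at 1500 cells/well, then exposed to library compounds with dopamine controls for 90 minutes at 37 degrees C. DiscoveRx reagent added for 30–60 minutes at room temperature; luminescence read, quantitative HTS format.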
CCT modulator = changes cytosolic chaperonin activity. purified chaperonin ATPase assay, HTRF ADP detection, 30 min. activity change, % (concentration not given with the values), hits read low. 360,000 compounds, 0.3% hits; in the data active means activity change below about -30%; further: on the % scale 0 is the no-effect control and ±100 the full control effect
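TRiC (40 or 20 nM final, by batch activity) in 30 mM Tris pH 7.4, 100 mM KCl, 5 mM MgCl2, 1 mM DTT was treated with compound at 76 uM single dose, then 10 uM ATP, 30 min at 37 °C. ADP was read by HTRF Transcreener.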
D3 ag = activates the human D3 dopamine receptor. P35462. max activation, %. 410,000 compounds, 0.58% hits. D3R DiscoveRx beta-arrestin cells, luminescence, 90 min; in the data active means max activation above about 30%; further: 0% is about no effect; mostly tested at two doses, the higher about 12 µM
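Agonist mode: compounds and dopamine controls were applied to plated cells for 90 min at 37 degrees C after an overnight attachment at 1500 cells/well. Luminescent read-out followed 30 - 60 minutes at room temperature with DiscoveRx detection reagent.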
Mm-Cpn inhibitor = inhibitors of Methanococcus maripaludis chaperonin (MmCpn) | 330,000 compounds, 0.031% hits | purified Mm-Cpn ATPase, ADP Transcreener TR-FRET | Potency, µM (doses to about 76.9 µM), inactives show top-dose activity, negative = inhibition, hits mostly inhibitors; further: potency means the concentration at half of the fitted maximal effect; on the % scale 0 is the no-effect control and ±100 the full control effect; nearly all actives have a fitted effect of over 80% in size
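Quantitative HTS used 25 nM Mm-CPN and 10 uM ATP in magnesium/KCl Tris buffer, pH 7.4, with 1 mM DTT. Hydrolysis ran 30 min at 37°C; ADP was read by HTRF.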
PTHR1 ag = activates the human parathyroid hormone receptor PTHR1. Potency, µM (doses to about 115 µM), for inactives: at the highest dose activation, actives largely listed as activators. HEK293 GP2 PTHR1 cells, GloSensor cAMP luminescence, 1 h. 410,000 compounds, 0.075% hits. Q03431; further: potency means the concentration at half of the fitted maximal effect; nearly all actives have a fitted effect of over 55% in size; some results filed as inactive show a strong effect at the top dose; inactives centre near -15; many of its hits are not listed in these tables
Target sequence (Q03431 whole entry, looked up): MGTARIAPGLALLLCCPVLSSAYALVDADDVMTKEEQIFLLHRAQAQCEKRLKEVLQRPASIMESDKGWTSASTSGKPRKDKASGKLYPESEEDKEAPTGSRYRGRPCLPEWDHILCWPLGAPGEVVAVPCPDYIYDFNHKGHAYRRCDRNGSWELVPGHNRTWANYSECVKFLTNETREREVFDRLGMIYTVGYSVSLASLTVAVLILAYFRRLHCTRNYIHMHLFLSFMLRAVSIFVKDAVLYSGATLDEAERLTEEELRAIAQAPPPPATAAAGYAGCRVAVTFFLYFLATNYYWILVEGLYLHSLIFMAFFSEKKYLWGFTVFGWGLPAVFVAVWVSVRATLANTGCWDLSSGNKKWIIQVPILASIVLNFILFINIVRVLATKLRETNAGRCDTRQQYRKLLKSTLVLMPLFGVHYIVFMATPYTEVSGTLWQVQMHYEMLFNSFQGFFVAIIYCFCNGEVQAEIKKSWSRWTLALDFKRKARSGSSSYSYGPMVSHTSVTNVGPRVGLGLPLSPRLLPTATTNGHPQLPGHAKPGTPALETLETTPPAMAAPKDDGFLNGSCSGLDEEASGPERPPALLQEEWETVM
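HEK-293-derived GP2 cells expressing PTHR1 and a GloSensor cAMP reporter, 3,000/well, plated overnight, given luciferin plus IBMX (each 0.5 mM as added) for 1 h at 37 °C, then compound for 1 h at 37 °C. Luminescence was read after 15 min at room temperature.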
pAkt inh = inhibitors of Akt phosphorylation; Neuro2A IGF-stimulated pAkt S473 HTRF, 20 min; active compounds read low; activity change, % for hits at 50 µM; 360,000 compounds, 0.32% hits; in the data active means activity change below about -80%; inconclusive means mostly about -51% to -80%; further: on the % scale 0 is the no-effect control and ±100 the full control effect
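Single-point screen (50 µM final compound) in Neuro2A cells stimulated 20 min with 6 nM IGF at 37 deg C. After lysis, Ser473-phosphorylated Akt read by HTRF (ex 330 nm, em 615/665 nm) as the 665/615 ratio.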
Starred values were filed as active, the others as inactive; i = inactive; ? = inconclusive; nt = no result given; [ ] = dose if it differs, or a comment. Unless noted, the call rests on the fitted dose curve; in most records, active means well fitted curve in the direction sought with a large enough effect; inconclusive means small, poorly fitted or top-dose-only effect, or another doubt; inactive means no such curve, though single readings can be large; an effect the other way counts as inactive or inconclusive. Only part of the results is shown; rates above refer to the full screens.

no.	molecule	EPAC2 antag	EPAC2 agonist	D3 antag	CCT modulator
1	Cc1csc(NC(=O)C2CCC(C)(C(=O)O)C2(C)C)n1 (stereo not given)	7.9%	1.2%	-17.1	-0.6
2	Cc1c(C=Nc2ccc(S(=O)(=O)CCO)cc2)c(O)[nH]c(=O)c1C#N	1.3%	7.7%	-3.3	0.1
3	O=C(N/N=C/c1ccccc1F)c1csc2c1CCCC2	18.5%	14.2%	0.2	3.1
4	O=C(CSc1ccccc1)Nc1nnc(/C=C/c2ccccc2)s1	-2.2%	6.8%	27.3	-5.5
5	CN(C)CCCNC(=O)C[C@H]1C[C@H](C(=O)N2CCCCC2)[C@@]2(C)c3[nH]c4cc(-c5ccco5)ccc4c3CCN2C1=O	7.4%	-3.5%	6.6	0.7
6	COC(=O)c1sc(N)nc1C(C)(C)C	-1.1%	5.9%	43.7	-2.2
7	CS(=O)(=O)N1CCN(C(=O)c2cc(-c3ccncc3)nc3ccc(Cl)cc23)CC1	-2.1%	9.9%	5.1	-2.1
8	CCCC(=O)N1CCC1(C)C(=O)NS(=O)(=O)c1ccc(C#N)cc1 (stereo not given)	10.7%	0.9%	4.6	0.4

no.	D3 ag	Mm-Cpn inhibitor	PTHR1 ag	pAkt inh
1	-1.1	1.3%	i	i
2	3.0	nt	i	i
3	-6.8	-2.2%	-11.5%[57.5 µM]	i
4	0.8	-0.1%	-6.3%	i
5	6.0	3.5%	5.6%	i
6	0.8	-0.4%	i	i
7	-3.2	nt	i	i
8	7.7	nt	-21.0%	i

(further entries)
no.	molecule	EPAC2 antag	EPAC2 agonist	D3 antag	CCT modulator
9	COc1ccccc1NC(=O)CS(=O)(=O)c1cn(CC(=O)N2CCOCC2)c2ccccc12	-2.3%	-0.3%	-0.9	-0.9
10	CCn1c(SC)nnc1-c1ccc(S(=O)(=O)N2CCCCC2)cc1	-1.8%	-2.1%	36.6	0.0
11	CCCCOCCCNCC(=O)Nc1ccc(S(N)(=O)=O)cc1	5.5%	5.0%	10.8	-1.3
12	NC(Cc1ccc(F)cc1)c1csc(Nc2ccc(S(N)(=O)=O)cc2)n1 (stereo not given)	10.6%	-0.3%	-26.1	-3.9
13	CCOC(=O)C(Cc1ccccc1)c1ccnc2ncnn12 (stereo not given)	3.1%	2.2%	-14.0	0.7
14	COc1cc(OC)c(OC)cc1/C=N/n1c(-c2n[nH]c3c2CCC3)n[nH]c1=S	11.6%	4.0%	-1.6	-1.1
15	Cn1c(OCc2cccnc2)nc2c1c(=O)n(Cc1ccccc1)c(=O)n2C	12.4%	2.6%	-28.5	1.0
16	CNc1ccccc1C(C)(C)c1cc(-c2cccc(OC)c2)no1	-11.2%	6.0%	12.8	-6.3

no.	D3 ag	Mm-Cpn inhibitor	PTHR1 ag	pAkt inh
9	4.9	-4.5%	-4.8%	i
10	21.3	nt	i	i
11	2.1	1.9%	i	i
12	-7.1	nt	i	i
13	4.0	-2.5%	-6.5%	i
14	-1.4	-1.2%	i	i
15	5.1	1.2%	-82.3%[inhibitor]	i
16	8.2	0.1%	-20.2%	i

Additional results:
no.	molecule	EPAC2 antag	EPAC2 agonist	D3 antag	CCT modulator
17	O=C(CCn1cnc2ccccc2c1=O)Nc1ccc2c(c1)OCCO2	0.2%	-1.8%	16.5	1.9
18	N#C/C(=C\c1ccc2c(c1)OCO2)C(N)=S	-0.6%	5.2%	8.2	0.6
19	Cc1[nH]c2ccccc2c1C(=O)CN1CCCC(C)C1 (stereo not given)	-7.7%	8.6%	-21.8	-2.8
20	CCOC(=O)C(=C1Nc2ccccc2N1)n1c(-c2cnccn2)nc2ccccc21	5.8%	12.1%	-15.5	0.2
21	O=C(CCNS(=O)(=O)c1ccc(OC(F)(F)F)cc1)N1CCCC1	-14.3%	1.6%	8.6	-7.8
22	Cc1cc(C(=O)Nc2ccc(Cl)cc2)c(C)n1Cc1cccs1	-0.8%	18.1%	?	-2.5
23	CCc1ccc(C(C)NC(=O)C2CCCO2)cc1 (stereo not given)	8.6%	6.3%	8.5	-0.6
24	CC1CCCCC1NC(=O)c1cn(C)c2ccc(S(=O)(=O)N3CCCC3)cc2c1=O (stereo not given)	0.5%	-11.7%	9.1	-0.2

no.	D3 ag	Mm-Cpn inhibitor	PTHR1 ag	pAkt inh
17	-0.8	-0.4%	i	i
18	4.1	-10.9%	-2.6%	i
19	-6.8	0.5%	i	i
20	-13.9	nt	-8.9%	i
21	3.8	0.0%	i	i
22	-10.8	-9.6%	-94.7%[inhibitor]	i
23	1.3	-2.8%	-52.8%[inhibitor]	i
24	0.5	-2.6%	-4.1%[57.5 µM]	i

The results go on:
no.	molecule	EPAC2 antag	EPAC2 agonist	D3 antag	CCT modulator
25	O=C1CN(C(=O)COc2ccc(Br)cc2)c2ccccc2N1	16.8%	-3.8%	-23.0	-0.5
26	CCc1cc(=O)oc2cc3occ(-c4ccc(OC)c(F)c4)c3cc12	6.7%	-1.5%	-11.8	-4.4
27	Cc1noc(C)c1S(=O)(=O)N1CCCC(C(=O)N2CCC(C)CC2)C1 (stereo not given)	13.8%	2.8%	4.6	0.7
28	CCCc1ccc(O)c(N=Cc2cc(Br)cc(OCC)c2O)c1	0.1%	-9.2%	2.2	-2.6
29	COc1ccc(CCn2c(-c3cccc([N+](=O)[O-])c3)nc3nc4ccccc4nc32)cc1OC	-0.5%	-2.4%	43.3	-4.1
30	CC1(C(=O)O)CCC(C(=O)Nc2ccccc2O)C1(C)C (stereo not given)	-7.4%	7.0%	-10.0	-17.1
31	CCCCN(C1CCS(=O)(=O)C1)S(=O)(=O)c1cc(C)ccc1C (stereo not given)	-0.2%	-5.6%	4.2	-1.4
32	CC1=CC(=O)C=C/C1=C(/c1ccc(O)cc1C)c1ccccc1S(=O)(=O)O	-15.5%	6.6%	-28.1	3.8

no.	D3 ag	Mm-Cpn inhibitor	PTHR1 ag	pAkt inh
25	-6.7	-0.2%	-8.7%	i
26	-4.3	-3.6%	i	i
27	2.6	-2.3%	i	i
28	26.4	-6.3%	-3.8%	i
29	0.9	-0.8%	i	i
30	-4.9	-0.3%	i	i
31	-3.4	-3.3%	i	i
32	-8.7	-1.3%	i	i

Next section
no.	molecule	EPAC2 antag	EPAC2 agonist	D3 antag	CCT modulator
33	CC1CCN(C(=O)C2CCN(C(=O)c3ccc(C(C)(C)C)cc3)CC2)CC1	-0.9%	-1.5%	-4.6	0.1
34	CC(C)(C)CNC(=O)C1(C)CCN1C(=O)Cc1ccc(-c2ccccc2)cc1 (stereo not given)	-8.2%	3.1%	28.5	-1.4
35	COC(=O)CC1C(=O)NCCN1C(=O)CSc1nnnn1-c1ccc(OC)cc1 (stereo not given)	10.4%	-5.2%	9.5	1.6
36	NS(=O)(=O)c1ccc(CNC(=O)CNC(=O)Cc2ccccc2)cc1	-2.6%	6.1%	5.1	1.3
37	NS(=O)(=O)c1cccc(NC(=O)CSc2nnc(C3CC3)n2-c2ccccc2)c1	1.0%	1.4%	10.2	0.4
38	CC(C)(C)n1nnnc1SCC(=O)Nc1nn(-c2ccccc2)nc1C(N)=O	10.0%	-8.0%	4.3	0.5
39	COc1ccc(CNC(=O)c2cccnc2)cc1	16.1%	13.6%	-1.8	2.3
40	O=C(Cn1ccsc1=NC(=O)C(F)(F)F)c1ccccc1	13.8%	2.9%	27.2	0.2

no.	D3 ag	Mm-Cpn inhibitor	PTHR1 ag	pAkt inh
33	2.5	0.3%	-20.2%	i
34	1.5	nt	-58.3%[inhibitor]	i
35	-0.2	-0.6%	i	i
36	-6.7	-2.2%	i	i
37	-11.3	0.3%	i	i
38	0.5	-5.0%	i	i
39	-0.5	0.3%	-5.2%	i
40	4.9	0.8%	i	i

Results in PTHR1 ag, CCT modulator and D3 antag, for 3 of the compounds above:
nr	Compound	PTHR1 ag	CCT modulator	D3 antag
37	NS(=O)(=O)c1cccc(NC(=O)CSc2nnc(C3CC3)n2-c2ccccc2)c1	i	0.4	10.2
38	CC(C)(C)n1nnnc1SCC(=O)Nc1nn(-c2ccccc2)nc1C(N)=O	i	0.5	4.3
39	COc1ccc(CNC(=O)c2cccnc2)cc1	-5.2%	2.3	-1.8

Continuation:
no.	molecule	EPAC2 antag	EPAC2 agonist	D3 antag	CCT modulator
41	O=C(c1ccc2nc(-c3ccco3)c(-c3ccco3)nc2c1)N1CCN(c2ncccn2)CC1	-0.6%	-3.2%	14.8	-1.0
42	COC(=O)[C@]12CCCCC=C1N(CCc1ccc(OC)c(OC)c1)C(=O)[C@H](CC(=O)NCC13CC4CC(CC(C4)C1)C3)C2	0.5%	22.3%	-22.5	nt
43	Cc1ccccc1NC(=O)Cc1nc(COC(=O)c2cc([N+](=O)[O-])ccc2N)cs1	3.7%	-7.2%	9.3	-0.2
44	O=C1N(CN2CCN(Cc3ccccc3)CC2)c2ccccc2C12OCCCO2	6.3%	4.6%	16.6	-1.7
45	C=CCNC(=S)N1CCC(C(N)=O)CC1	14.7%	-5.9%	-4.4	0.7
46	COc1ccc(-c2nnc3ccc(SCC(=O)Nc4nccs4)nn23)cc1OC	11.1%	2.3%	0.6	-2.6
47	COc1ccc(C(=O)CN2C(=O)NC3(CCCc4ccccc43)C2=O)cc1 (stereo not given)	11.1%	5.5%	-17.6	0.0
48	COc1cc(C2=NOC(C(=O)Nc3ccc4c(c3)OCO4)C2)cc(OC)c1OC (stereo not given)	-12.8%	2.4%	14.4	-3.1

no.	D3 ag	Mm-Cpn inhibitor	PTHR1 ag	pAkt inh
41	6.9	-0.8%	-7.9%	i
42	-11.2	nt	10.2%	i
43	5.2	-1.5%	-7.1%	i
44	-7.1	-1.5%	7.3%	i
45	2.6	1.3%	11.6%	i
46	-0.4	-1.1%	i	i
47	-22.6	-8.6%	i	i
48	10.2	-3.9%	i	i
